Bioassay records from PubChem.
PDI turbidity: PDI (human) enzyme inhibition. inhibition, % at 10 µM. actives 0.052% (n = 350,000). P07237. PDI insulin aggregation turbidity, A650, 90 min. AID 588391;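 active = mean inhibition across replicates of 30% or more, whatever share of single replicates reach that level; inconclusive = mean inhibition below 30% while every single replicate reaches 30%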;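 also: absorbance from insulin aggregation driven by PDI reduction with DTT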
Target sequence (P07237 whole entry, looked up): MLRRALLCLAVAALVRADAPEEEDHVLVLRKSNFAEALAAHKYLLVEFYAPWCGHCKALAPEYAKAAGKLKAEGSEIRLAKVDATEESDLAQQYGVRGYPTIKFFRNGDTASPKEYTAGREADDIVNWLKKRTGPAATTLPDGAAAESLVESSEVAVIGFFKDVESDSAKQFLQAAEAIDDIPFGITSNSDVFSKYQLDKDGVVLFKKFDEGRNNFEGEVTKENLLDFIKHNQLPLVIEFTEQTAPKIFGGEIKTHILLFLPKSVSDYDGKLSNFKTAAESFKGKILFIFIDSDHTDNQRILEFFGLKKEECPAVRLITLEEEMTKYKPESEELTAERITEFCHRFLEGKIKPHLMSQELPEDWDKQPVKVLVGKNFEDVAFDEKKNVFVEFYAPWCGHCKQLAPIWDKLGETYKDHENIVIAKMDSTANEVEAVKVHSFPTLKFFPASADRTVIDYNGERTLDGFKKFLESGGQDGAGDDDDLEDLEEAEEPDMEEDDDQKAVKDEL
NR2E3 ag-1: agonists of human nuclear receptor NR2E3 | GST-NR2E3/biotin-RetCOR TR-FRET, 1536-well | Q9Y5X4 | actives 0.12% (n = 320,000) | AID 2300 | inhibition of corepressor binding, % at 4.78 µM;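 active = percent inhibition above the cutoff of mean plus 3 SD of all tested compounds, set per screening campaign, cut at about 20% in these data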;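 also: 0% = DMSO wells and 100% = biotin wells as full block of FRET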
Target sequence (Q9Y5X4 whole entry, looked up): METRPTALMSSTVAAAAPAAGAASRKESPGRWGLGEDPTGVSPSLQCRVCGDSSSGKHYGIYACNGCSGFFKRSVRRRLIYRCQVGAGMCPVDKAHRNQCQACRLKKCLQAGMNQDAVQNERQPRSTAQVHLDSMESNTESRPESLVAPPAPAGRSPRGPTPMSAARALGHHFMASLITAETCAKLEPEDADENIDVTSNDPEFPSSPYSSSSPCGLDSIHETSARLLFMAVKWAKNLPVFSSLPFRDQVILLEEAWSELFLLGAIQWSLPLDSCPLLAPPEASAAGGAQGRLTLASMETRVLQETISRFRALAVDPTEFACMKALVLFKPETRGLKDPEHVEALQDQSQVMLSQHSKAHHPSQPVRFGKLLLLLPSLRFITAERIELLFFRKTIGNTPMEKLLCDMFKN
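Material: NR2E3–RetCOR corepressor complex | Quantity: 1.35 nM GST-tagged NR2E3 final | Schedule: 5 h at 4 °C | Replication: Singlicate compound wells | Reagent: RetCOR corepressor, biotinylated, 7 nM | Controls: Biotin wells as high control, 0.6% DMSO wells as low control | Signal: TR-FRET, Eu(K)-anti-GST donor, streptavidin-D2 acceptor, ex 340, em 617/671 nm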
HIF-2a block: blocks HIF-2a reporter activity; 786-0 RCC cells HIF-2a reporter, luciferase luminescence, overnight; inhibition, % at 18.8 µM; actives 0.72% (n = 360,000); AID 624352;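 active = inhibition of the luminescence signal of 40% or more relative to plate controls, in a single-dose primary screen at 18.75 µM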
Exocytosis inh: lytic granule exocytosis inhibition; TALL-104 LAMP-1 surface exposure, flow cytometry; cells stimulated with thapsigargin and PMA; actives 0.66% (n = 360,000); inhibition, % at 10 µM;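 active = inhibition above about 55%, limit read from the data; inconclusive = no clear call, values can overlap the other calls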
NR2E3 ag-2: human photoreceptor-specific nuclear receptor agonism; Q9Y5X4; CHO-S Gal4-NCOR/VP16-NR2E3 two-hybrid, luciferase; inhibition of corepressor binding, % at 3.98 µM; actives 0.35% (n = 360,000); AID 602229;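 active = inhibition above the mean of all tested compounds plus 3 SD, cut at about 70% in these data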;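 also: 0% = DMSO with NR2E3 transfected cells and 100% = cells lacking NR2E3 construct; higher means lower luciferase signal from less NR2E3 corepressor binding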
Vif inh: HIV Vif inhibition; HEK293T cells, Vif self-association by quenched fluorescence, imaging, 24 h; inhibition, % at 7.49 µM; actives 0.35% (n = 340,000); in the data active = inhibition above about 50%, passing the limit was not always enough; inconclusive = no clear call, values can overlap the other calls; inactive = below about 31%; also: some results filed as inactive read as strong as hits
aDG glyco act: alpha-DG glycosylation activation; AID 624168; actives 0.22% (n = 360,000); activation, % at 10 µM; Pro5-aDG cells, alpha-DG glycosylation AlphaScreen (IIH6); 0% Pro5, 100% B10-LARGE cell signal;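 active = activation of at least 8% versus controls, or a plate z-score of at least 8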;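 also: Pro5 are CHO cells carrying HIG-tagged alpha-DG that lacks glycosylation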
Peg3 promoter: reduces Peg3 promoter-driven luciferase expression in HeLa. HeLa PEG-Prom luciferase reporter, luminescence, overnight. inhibition, % at 20 µM. actives 1.7% (n = 360,000). AID 588405;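 active = inhibition of at least 50% at 20 µM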
CaV13 FRET inh: Disruptors of the CACNA1D IQ motif to Ca2+-dependent inactivation inhibitor domain association, primary screening, Förster resonance energy transfer in intact living … | HEK cells, CFP/YFP FRET ICDI-IQ, plate reader, 10 min; percent FRET-ratio fall versus neutral wells | inhibition, % at 12.3 µM | actives 0.098% (n = 340,000) | AID 743397;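 active = mean replicate inhibition of at least 30% and at least 1% of replicates passing that level; inconclusive = only one of the two criteria is met; inactive = neither criterion is met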;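 also: 0% = median of the neutral control wells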
hiPSC survival: increases survival of single human iPS cells; hiPSC single-cell survival, ATPlite luminescence; 100% = ROCK inhibitor wells, 0% = DMSO; survival enhancement, % at 20 µM; actives 0.044% (n = 360,000); AID 602274; in the data active = survival enhancement above about 18%;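 also: cells exposed to compounds for 16 hours before the ATP read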
MITF TRPM1 inh: reduces MITF-dependent TRPM1 promoter luciferase signal; SK-MEL-5 TRPM1 promoter luciferase, 24 h; inhibition, % at 12.5 µM; actives 0.83% (n = 330,000);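 active = mean inhibition across replicates of 60% or more, whatever share of single replicates reaches that level; inconclusive = some that reach 60%, reason not given; inactive = mean inhibition across replicates below 60%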; also: values of inactives mirror those of a sister screen read the other way
* marks the source's active call; other numbers are inactive results; ? = inconclusive; . = not tested or not shown.

SMILES	PDI turbidity	NR2E3 ag-1	HIF-2a block	Exocytosis inh	NR2E3 ag-2	Vif inh	aDG glyco act	Peg3 promoter	CaV13 FRET inh	hiPSC survival	MITF TRPM1 inh
Cc1cc(S(=O)(=O)N2CCCC(N(C)CCc3ccccn3)C2)c(C)cc1Cl (stereo unspecified)	1	4	8	-2	3	-6	0.0	19	-6	0.0	-2
COc1ccc(-n2c(SC)nc(O)c(Cc3ccccc3)c2=O)cc1	0	5	11	0	3	-5	-0.1	12	-9	-0.3	-14
C/C(=N/NC(=O)c1cc2ccccc2cc1O)c1ccco1	-1	-5	-145	7	-14	.	-0.1	-216	-8	0.1	-37
Cc1ccccc1CN1CCCOCCS1(=O)=O	6	-1	8	1	-13	-1	0.2	8	-16	-1.8	-5
COc1ccccc1S(=O)(=O)N(C)C[C@H]1OCc2cn(nn2)CCCC(=O)N([C@@H](C)CO)C[C@@H]1C	3	.	8	-4	12	3	0.3	20	-6	3.9	.
CN(CC(=O)Nc1ccc(F)cc1)C(=O)COc1ccc(C(=O)c2ccccc2)cc1	10	-1	16	4	3	.	0.1	13	-5	2.3	18
CCc1cccc(NC(=O)CCc2c(C)nn(-c3ccc(N4CCCCC4)nn3)c2C)c1	3	2	-192	1	-45	4	-0.4	-244	-3	0.7	-38
CC(C)OC(=O)CSc1nnc(CNc2ccc(Cl)cc2)n1C	0	2	4	-1	-19	7	-0.5	-2	-9	1.7	12
CCOc1cc(NC(=O)c2ccccc2[N+](=O)[O-])c(OCC)cc1NC(=O)CC(C)C	1	1	19	-2	-23	9	0.1	16	.	1.6	-2
Cc1ccc2cc(CCNC(=O)c3ccc(S(=O)(=O)N4CCOCC4)cc3)c(=O)[nH]c2c1C	1	0	21	0	5	-11	0.0	8	.	0.3	-2
Cn1nc(-c2ccc(C(=O)O)cc2)c2ccccc2c1=O	-2	-2	1	-1	-16	7	-0.3	4	-6	1.5	-8
CC(=O)c1c(COC(=O)c2ccncc2)nc2ccccc2[n+]1[O-]	-19	-2	16	1	-16	3	-0.1	18	.	3.7	11
CC(CCc1ccccc1)NC(=O)c1ccccc1 (stereo unspecified)	5	-5	-21	2	-6	15	0.1	-8	-1	3.2	-7
COc1cc(C2NC(=O)NC(C)=C2C(=O)OC2CCCC(C)C2)cc(Br)c1O (stereo unspecified)	5	-2	19	-1	7	-6	0.0	26	-20	0.5	-12
Cc1ccc(-c2csc(N(CCO)CCCn3c(C(F)(F)F)nc4cc(C(F)(F)F)ccc43)n2)cc1	-6	-2	5	5	-1	11	0.2	-16	1	0.9	-10
Cc1sc2ncnc(OCC(=O)NC(C)C)c2c1C	-13	1	1	0	-6	-3	0.1	10	.	1.1	0
COc1ccc(CC(=O)N/N=C(\C)CC(=O)Nc2cccc(F)c2)cc1	-5	2	4	1	-9	9	0.0	2	-3	-0.3	0
CCCCCN(C(=O)CCC(=O)OCc1ccc(C(C)C)cc1)c1c(N)n(CCCC)c(=O)[nH]c1=O	0	2	-5	12	-7	-2	0.5	11	-7	-0.5	4
C/C(CC(=O)Nc1ccc2c(c1)OCCO2)=N\NC(=O)c1ccccc1F	-6	4	-14	-6	-85	-5	0.0	-31	-7	-0.3	-3
COc1cccc(C(C)(O)c2nc(-c3cnn(C)c3)cs2)c1 (stereo unspecified)	16	.	12	2	-14	9	-0.1	16	-5	-1.6	.
O=C(NCC1CCCN(C(=O)NCc2ccccc2)C1)c1ccc2c(c1)OCO2 (stereo unspecified)	-5	-1	-11	-2	4	-2	0.4	-20	-5	0.9	-5
CC1(C(=O)Nc2cccc3ncccc23)CCN1C(=O)C1(c2ccccc2)CC1 (stereo unspecified)	-2	.	9	2	14	-13	0.1	3	-6	2.3	.
COc1ccc(C(=O)Oc2cc3c4c(c2)C(C)=CC(C)(C)N4C(=O)C3=O)cc1OC	-7	-3	27	5	-1	-2	-0.2	18	-15	-0.3	11
Cc1[nH]c2ccccc2c1C(=O)CSc1nccc(=O)[nH]1	7	-2	26	6	0	5	0.1	25	-3	-0.3	14
Cc1c(Cl)cccc1NC(=O)CNC(=O)c1ccco1	-5	3	15	0	6	4	0.0	15	-1	0.0	-2
CCOC(=O)[C@H]1[C@H]2COc3ccc(C)cc3[C@@H]2N2C(=O)c3cc(OC)c(OC)cc3NC(=O)[C@@]12C	-1	4	-11	-4	16	-4	-0.5	-35	-10	4.4	-10
COCC(=O)N1CCC(Oc2ccc(C(=O)NCCc3ncccc3C)cc2)CC1	-1	-1	-6	-5	-6	-6	-0.3	22	-3	-0.6	-5
Cc1ccc(NC(=O)N(CCC#N)Cc2ccccc2)cc1	8	2	15	-12	-9	-4	0.0	0	-2	0.6	-1
COc1ccc(-c2c(NC(=O)c3ccco3)oc3ccc(Cl)cc3c2=O)cc1	-8	-3	-21	-4	6	1	0.1	-10	-2	-0.3	3
Fc1ccc(Cn2cc(C(=S)N3CCOCC3)c3ccccc32)cc1	6	-3	9	0	-10	-3	0.0	12	-4	1.4	2
O=c1[nH]c(NCCCO)nc2c1C1(CCCC1)Cc1ccccc1-2	-9	1	0	0	-24	2	-0.4	20	-9	-1.8	-3
COc1ccc(CCC2(C)NC(=O)N(C(C)C(=O)Nc3ccccc3F)C2=O)cc1 (stereo unspecified)	15	0	0	3	-15	-1	-0.2	-8	-1	-0.4	3
CN(C)C(=O)COC(=O)c1cccc(S(=O)(=O)Nc2ccc(OCc3ccccc3)cc2)c1	2	3	22	-2	-21	1	0.1	23	.	0.4	-1
Cc1cccc(N2C(=O)N3[C@H](c4ccc(F)cc4)[C@@H]4C(=O)N(C5CCCCC5)C(=O)[C@@H]4[C@]3(Cc3ccc(Cl)cc3)C2=O)c1	-3	5	6	-4	-9	-7	0.7	11	-11	1.5	15
O=C(NC1CCCC1)C(c1ccncc1)N(C(=O)c1csnn1)c1ccccc1F (stereo unspecified)	7	-2	10	2	0	13	-0.2	10	-3	-0.3	1
O=C(C1CCCCC1)N1CCN(S(=O)(=O)c2ccc(Cl)cc2)CC1	-1	0	11	0	17	-6	0.0	6	-1	-0.4	0
Fc1ccc(NC(=S)NCCc2ccccn2)cc1	-12	4	-32	-4	-28	-1	-0.2	-15	-3	0.2	2
CCN(C)C1CN(Cc2cn(Cc3ccc(F)cc3)nn2)S(=O)(=O)C1 (stereo unspecified)	.	.	-9	-10	-13	.	0.1	.	-10	0.8	.
O=C(O)c1ccccc1NC(=O)c1cc(-c2ccccc2)nc2ccccc12	11	1	-7	3	21	0	0.0	17	-2	0.1	3
O=C(Nc1ncn[nH]1)c1ccc(Cl)c(Cl)c1	6	.	-11	-7	-22	-8	0.0	-9	.	0.1	4

Copied from the list.
O=C(O)c1ccccc1NC(=O)c1cc(-c2ccccc2)nc2ccccc12 in PDI turbidity has 11
O=C(NC1CCCC1)C(c1ccncc1)N(C(=O)c1csnn1)c1ccccc1F (stereo unspecified) in NR2E3 ag-2 has 0

Other entries:
SMILES	PDI turbidity	NR2E3 ag-1	HIF-2a block	Exocytosis inh	NR2E3 ag-2	Vif inh	aDG glyco act	Peg3 promoter	CaV13 FRET inh	hiPSC survival	MITF TRPM1 inh
Cc1nn(C)cc1CNC(=O)C1CCC(=O)N(CC2CCCCC2)C1 (stereo unspecified)	-5	0	7	45	-1	.	-0.3	-5	-2	-0.4	3
O=C(NCCc1ccccc1Cl)C1CCC(=O)N(CCCc2ccccc2)C1 (stereo unspecified)	-1	1	-1	5	-26	13	-0.3	-3	-2	-0.3	0
O=S(=O)(c1ccc(S(=O)(=O)N(Cc2ccco2)Cc2ccccc2Cl)cc1)N1CCCC1	-58	1	-24	6	-18	-4	-0.3	-26	-5	-0.2	12
COC(=O)c1ccc(OCCCCN(C)Cc2ccccc2)cc1	-4	5	-7	4	18	-1	-0.1	-7	-22	-0.6	-5
Cc1cc(=O)[nH]c2c1c(C)nn2C1CCCC1	2	3	13	3	-8	-1	-0.1	7	.	-0.2	2
COc1ccc(NC(=O)/C(=C\c2ccc(OS(=O)(=O)c3ccc(C)cc3)cc2)NC(=O)c2ccccc2)cc1	-22	0	11	-3	7	2	1.0	15	.	-4.4	-9
CCN(CC(=O)Nc1ccc(NC(C)=O)cc1)C(=O)c1ccc(N2CCC(C)CC2)c([N+](=O)[O-])c1	10	3	3	5	13	-9	-0.4	0	-6	1.0	-4
O=C1C=C(NCCc2ccccc2)C2(CCCCC2)O1	-1	1	-4	-2	8	-2	0.2	17	-8	-0.8	-12
CN1CCc2nc(NC(=O)c3cccc(S(=O)(=O)N4CCc5ccccc54)c3)sc2C1	3	0	-1	1	3	.	0.3	1	.	-1.1	-4
CC(=O)NC1C(=O)N=C(SCC(=O)Nc2sc3c(c2C#N)CCCCCC3)NC1=O (stereo unspecified)	1	1	2	-4	4	-9	0.4	5	-3	0.9	8
COC(=O)[C@H]1C[C@@H]1[C@H](NC(=O)c1cc(C)on1)c1ccccc1	8	4	-5	5	8	7	0.1	0	-11	-1.0	-11
Cn1cnnc1SCc1ccc(F)c2ccccc12	-13	4	6	-3	-1	-3	0.0	2	-10	0.0	-34
CCOC(=O)CC(=O)CSc1nc2c(sc(=S)n2-c2ccc(C)c(C)c2)c(=O)[nH]1	-2	-1	22	-13	-14	-9	0.0	38	-20	-0.4	3
O=C(NCc1cccc(C(F)(F)F)c1)c1ccc2nc([C@@H]3O[C@H](CO)[C@@H](O)[C@H]3O)[nH]c2c1	-31	.	-2	2	-7	7	-0.4	15	-4	0.7	.
CC1CC1C(=O)OCC(=O)NCc1ccc(Cl)cc1Cl (stereo unspecified)	-8	-1	3	0	7	?	-0.1	-5	-6	-1.8	0
COc1ccc(C)cc1NC(=O)C1CCN(C(=O)Cc2ccccc2)CC1	4	4	18	-1	-5	4	-0.1	-14	-2	-0.2	1
COc1ccccc1C(=O)N/N=C1/NC(=O)CC(C(=O)Nc2ccccc2)S1 (stereo unspecified)	14	-2	18	8	-18	0	-0.1	19	-4	0.1	6
COc1cc(C(O)c2nc(-c3cccs3)cs2)ccc1F (stereo unspecified)	-3	.	-33	1	-3	-4	0.1	16	-5	2.1	.
Cc1occc1-c1nnc(SCC(N)=O)o1	7	2	4	-2	-26	-2	0.4	8	-16	-0.6	0
CCC(C)(O)C(=O)N[C@H]1CCCN1C(=O)/C=C/c1ccccc1 (stereo partly specified)	-2	.	-3	59*	24	-2	0.0	40	-10	2.3	-14
CSc1ncccc1C(=O)OCC(=O)N(C)C	-5	-1	14	-4	5	-2	-0.4	36	-6	-0.6	11
